Source: PubChem (Johns Hopkins Ion Channel Center)
CHT inh = inhibitors of human choline transporter CHT. High affinity choline transporter 1 (Homo sapiens), Q9GZV3. CHT-expressing cells, membrane potential dye, choline response; active compounds read low. B-score at 10 µM. 310,000 tested, 0.86% active. AID 488975, 2010;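 active = B-score over 3 SD under the library average, and starting fluorescence ratio not unusually high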;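 also: choline stimulus applied at its EC90 after an EC20 pre-addition; B-score computed on integrated fluorescence ratio after choline addition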
Target sequence (Q9GZV3 whole entry, looked up): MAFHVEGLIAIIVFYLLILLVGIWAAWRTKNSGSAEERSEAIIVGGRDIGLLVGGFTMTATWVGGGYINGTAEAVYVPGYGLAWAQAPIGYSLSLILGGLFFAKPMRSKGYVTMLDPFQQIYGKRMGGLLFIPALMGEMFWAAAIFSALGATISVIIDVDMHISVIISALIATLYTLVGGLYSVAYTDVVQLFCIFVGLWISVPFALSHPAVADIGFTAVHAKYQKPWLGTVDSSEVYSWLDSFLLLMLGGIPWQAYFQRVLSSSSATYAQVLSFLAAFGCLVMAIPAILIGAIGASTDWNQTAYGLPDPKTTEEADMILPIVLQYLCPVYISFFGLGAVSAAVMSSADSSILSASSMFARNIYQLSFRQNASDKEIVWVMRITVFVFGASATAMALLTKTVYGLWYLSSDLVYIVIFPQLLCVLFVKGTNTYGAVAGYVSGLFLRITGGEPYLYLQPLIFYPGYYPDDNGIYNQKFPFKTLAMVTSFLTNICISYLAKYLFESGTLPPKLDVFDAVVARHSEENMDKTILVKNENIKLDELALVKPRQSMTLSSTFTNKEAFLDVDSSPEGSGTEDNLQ
CHT allo act = CHT positive allosteric modulators, primary screen, cell-based, membrane potential dye, choline EC20. CHT-expressing cells; active compounds read high; LV-AA mutant CHT in HEK293 cells. B-score at 10 µM. 310,000 tested, 0.49% active. AID 488977, 2010;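 active = initial fluorescence not abnormally high and integrated response B-score, plate-corrected, over 3 SD above library mean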
Starred values were filed as active, the others as inactive; i = inactive.

smiles	CHT inh	CHT allo act
COc1ccc(OC)c2sc(N(CCCN(C)C)C(=O)CCS(=O)(=O)c3ccccc3)nc12	i	i
O=[N+]([O-])c1cc(-c2cnc3ccccc3n2)ccc1Oc1ccc(F)cc1	i	i
O=C1CC(C(=O)Nc2ccc(Cl)cc2[N+](=O)[O-])C2(CCCCC2)O1 (configuration not stated)	i	i
CC(Oc1ccccc1)C(=O)N=Nc1c(O)[nH]c2ccc(Br)cc12 (configuration not stated)	i	i
CC(C)(C)NC(=O)CSc1nc(Cc2ccccc2)nc2ccccc12	i	i
O=C(COc1ccc(Cl)cc1)NCCSCc1ccccc1Cl	i	i
CCOC(=O)N1CCN(C(=O)c2cc(Cl)c(Cl)cc2C(=O)O)CC1	i	i
CC(C)Nc1ccc(Cl)cc1[N+](=O)[O-]	i	i
CC(=O)c1ccc(OCCCC(=O)Nc2cccc(S(=O)(=O)N(C)C)c2)cc1	i	i
NC(=O)c1cnn2c(C(F)(F)F)cc(-c3ccccc3)nc12	i	i
Cc1cc(C)nc(N2CCCC(C(=O)NC3CC3)C2)n1 (configuration not stated)	i	i
Cc1cc(NC(=O)COC(=O)c2ccc(S(=O)(=O)N3CCCc4ccccc43)cc2)no1	i	i
O=C(O/N=C1\CCS(=O)(=O)c2sccc21)c1ccc(F)cc1	i	i
Cc1cc(C)cc(OCCN2CCOCC2)c1	i	i
CC1(C)CC2(CCO1)OC(=O)CC2C(=O)Nc1c(Cl)cccc1Cl (configuration not stated)	i	i
O=C(Nc1nccs1)C1CCCN1/C=C/C(=O)C(F)(F)F (configuration not stated)	i	i
CCOC(=O)CCc1c(C)c(C#N)c2[nH]c3ccccc3n2c1=O	i	i
COC(=O)c1sccc1S(=O)(=O)Nc1ccc(N2CCCCC2)cc1	i	i
COc1ccc(NC(=O)CC(c2ccc(F)cc2)c2ccc(OC(C)C)cc2)cc1 (configuration not stated)	i	i
COc1cc(NC(=O)C2COc3ccccc3O2)c(OC)cc1Cl (configuration not stated)	i	i
CNC(=O)C1=C(C)Nc2nc3ccccc3n2C1c1ccc(F)cc1 (configuration not stated)	i	i
CCOc1ccc(OC(=O)C(CCS(C)(=O)=O)N2C(=O)c3ccccc3C2=O)cc1 (configuration not stated)	i	i
NCCCC[C@@H]1NC(=O)[C@H](CCC(=O)O)NC(=O)c2cc([N+](=O)[O-])cc(I)c2SC[C@@H](C(=O)NCC(N)=O)NC1=O	i	i
CCOc1ccc(S(=O)(=O)N(CC)CC)cc1NC(=O)c1ccc(N2CCCC2=O)cc1	i	i
O=C(c1cccc(COc2cccc3ccccc23)c1)N1CCCC1	i	i
CC1(C)CC(=O)C2=C(C1)N=C1c3ccccc3C(=O)C1C2c1ccc(Cl)cc1 (configuration not stated)	i	i
CC(=O)NC(CC(=O)NNC(=O)c1cc2ccccc2cc1O)c1ccccc1 (configuration not stated)	i	i
COc1ccc(N=C2NC(=O)/C(=C/C=C/c3ccccc3)S2)cc1	i	i
O=C(O)CC1NC(=O)N(c2ccc(Cl)cc2)C1=O (configuration not stated)	i	i
CN(C)S(=O)(=O)c1ccc(/C(O)=C2/C(=O)C(=O)N(Cc3cccnc3)C2c2ccncc2)cc1 (configuration not stated)	i	i
Cc1cc(C)nc(Nc2ncc(O)n2-c2ccc(Br)cc2)n1	i	i
CC(=O)CNc1ccc(S(=O)(=O)N/N=C/c2ccccc2)cc1	i	i
O=C(COC(=O)c1cc(S(=O)(=O)N2CCOCC2)ccc1Cl)Nc1ccc2c(c1)OCO2	i	i
O=C(O)CNC(=O)c1ccc(NC(=O)/C(=C/c2ccccc2)NC(=O)c2ccco2)cc1	i	i
CCOc1ccc(-n2nnnc2SCC(=O)c2ccccc2)cc1	i	i
CN1c2ccccc2-c2nc3ccccc3n2C1c1ccco1 (configuration not stated)	i	i
Cc1c(C(=O)N2CCCc3ccccc32)oc2ccccc12	i	i
O=C(c1cccc(-c2ccccc2F)c1)N1CC[C@@H](N2CCC(O)CC2)[C@H](O)C1	i	i
COc1ccc(N(CC(=O)N2CCN(Cc3ccccc3)CC2)S(C)(=O)=O)c(OC)c1	i	i
O=C(c1ccc(F)cc1)c1c[nH]c(C(=O)NCCCN2CCOCC2)c1	i	i
COc1cc(NC(=S)NC(=O)c2ccc(C(C)(C)C)cc2)ccc1NC(=O)c1cccs1	i	i
CCn1c(SCC(=O)Nc2cc(OC)ccc2OC)nnc1C1CCCCC1	i	i
O=C(N/N=C/c1ccccc1F)NC1CCCCC1	i	i
C=C(C)c1ccc(C(C)(C)NC(=O)NCc2ccco2)cc1	i	i
COc1ccc(C(=O)C2CCCN(C(=O)c3cc(C)on3)C2)cc1F (configuration not stated)	i	i
Fc1cccc(F)c1-c1nc2c(s1)CCc1onc(-c3ccc(Br)cc3)c1-2	i	i
Cc1ccc(NC(=O)COC(=O)c2ccc([N+](=O)[O-])s2)c(C)c1	i	i
COc1ccc(S(=O)(=O)N(Cc2ccccc2)c2ccccc2C(=O)O)cc1	i	i
COc1cccc(C(=O)Nc2cc(C(=O)NCc3ccc(C)cc3)ccc2N2CCC3(CC2)CC(c2ccccc2)=NO3)c1	i	i
C/C(=N\NC(=O)c1ccc(C)cc1C)c1ccc2c(c1)Nc1ccccc1S2	i	i

Going on with the list:
smiles	CHT inh	CHT allo act
Cc1cc2ccccc2n1CCNC(=O)c1ccccc1	i	i
CC(=O)N1CCN(c2ccc(S(=O)(=O)N3CCCCC3)cn2)CC1	i	i
Cc1ccccc1NC(=O)OCCN1CCN(Cc2ccccc2)CCC1=O	i	i
CCCc1ncc(C(O)c2ccc(OC)cc2)n1C (configuration not stated)	i	i
CCN(CC(=O)NCc1cccs1)C(=O)/C=C/c1ccc(OC)cc1OC	i	i
Cn1ncc([N+](=O)[O-])c1C(=O)Nc1nc2ccccc2n1CCN1CCCCC1	i	i
C=CCN=C(NC#N)SCC(=O)NCc1ccccc1	i	i
Cc1ccc2cc(CCNC(=O)c3cccc([N+](=O)[O-])c3)c(=O)[nH]c2c1	i	i
O=C(Nc1ncn[nH]1)c1ccc(Cl)c(S(=O)(=O)Nc2ccc(Cl)cc2)c1	i	i
Cc1cc(NC(=O)C2CCC2)n(-c2ccccn2)n1	i	i
CNc1ncc(C(=O)c2ccc(Cl)c(Cl)c2)s1	i	i
Cc1ccc(C)c(S(=O)(=O)N2CCCOC2CNC(=O)C(=O)NC2CCCC2)c1 (configuration not stated)	i	i
CC(C)(C)c1ccc(N/N=C(\C#N)S(=O)(=O)C(C)(C)C)cc1	i	i
CN1C(=O)c2ccccc2Sc2ccc(NC(=O)NC3CC3)cc21	i	i
CN(C)c1ccc(CN(C(=O)COc2ccc(Br)cc2)C2CCS(=O)(=O)C2)cc1 (configuration not stated)	i	i
Cc1ccc(N2C(=O)N(CC(=O)NCc3ccccc3Cl)C(=O)C2C)cc1 (configuration not stated)	i	i
Cc1nc(-c2ccccc2)sc1-c1nc(-c2ccccc2)ncc1S(=O)(=O)c1ccccc1	i	i
COc1ccccc1N1CC(C(=O)Nc2nnc(SC)s2)CC1=O (configuration not stated)	i	i
Cc1sc2ncn(CC(=O)NCc3ccccn3)c(=O)c2c1S(=O)(=O)N1CCOCC1	i	i
CCOCC(=O)Nc1cccc(NC(C)=O)c1	i	i
N#Cc1cnn2cc(CCN3CCOCC3)c(-c3ccc(F)cc3)nc12	i	i
COc1ccc(CCNC(=O)CC2(CC3=NS(=O)(=O)c4ccccc4N3)CCCC2)cc1OC	i	i
COc1ccc(-n2cc(-c3ccccc3)nc2SC)cc1	i	i
CC(NC(=O)CCNS(=O)(=O)c1cccc2nsnc12)c1ccccc1 (configuration not stated)	i	i
O=C(Nc1ccccc1)Nc1nc(-c2ccc(F)cc2)cs1	i	i
CCCc1nccn1S(=O)(=O)c1cc(OC)ccc1OC	i	i
CCN(CC)c1ccc(/C=N/n2c(C)nc3ccccc3c2=O)cc1	i	i
COc1ccccc1NC(=O)NCC(=O)Nc1ccc(F)c(F)c1	i	i
COc1ccccc1N1C(=O)C2C3CC(c4ccccc4)C(C3)C2C1=O (configuration not stated)	i	i
COc1cccc(C(=O)NCC(=O)NCc2cc(=O)n(C)c(=O)n2C)c1OC	i	i
CCOC(=O)N1CCN(C(=O)C2CCC(=O)N(CCCc3ccccc3)C2)CC1 (configuration not stated)	i	i
COc1cc2cc(CN(CCc3ccccc3C)C(=S)NCCCN(C)C)c(=O)[nH]c2cc1OC	i	i
CCOc1ccc2[nH]c(=O)c(CN(CCc3ccccc3)C(=O)N3CCOCC3)cc2c1	i	i
Clc1ccc(-c2nnc(N3CCCC3)nn2)cc1	i	i
COc1ccc(-c2csc(NC(=O)c3cccc(N4C(=O)CCC4=O)c3)n2)cc1C	i	i
Cc1nc(CNC(=O)c2cc(COc3c(F)cccc3F)on2)cs1	i	i
COC(=O)CSCC(=O)Nc1nnc(-c2cccc(C)c2)s1	i	i
Cc1ccccc1C(=O)NCCNC(=O)c1cnccn1	i	i
S=C(NCCSCc1ccc(Cl)c(Cl)c1)Nc1ccccc1	i	i
CCOC(=O)N1CCN(S(=O)(=O)c2ccc(C(=O)N(CCCN(C)C)c3nc4ccc(OC)cc4s3)cc2)CC1	i	i
COc1ccc(C(=O)NNC(=O)C(C)NC(=O)c2ccccc2NC(=O)c2ccco2)cc1 (configuration not stated)	i	i
CCN1CCN(C(=S)Nc2ccsc2C(=O)OC)CC1	i	i
CC(C)COc1ccc(CSCCNC(=S)Nc2ccccc2)cc1	i	i
Cc1cc(C)cc(-n2ncc3c2CCCC3NC(=O)CCCn2cncn2)c1 (configuration not stated)	i	i
COc1ccc(/C=C/C=C2\NC(=S)NC2=O)cc1	i	i
COc1ccc(-n2nc3c(c2NC(=O)C(C)Oc2ccccc2)CS(=O)(=O)C3)cc1 (configuration not stated)	i	i
O=C(NC(=S)NCCN1CCOCC1)c1ccc(Cl)cc1Cl	i	i
CC(=O)Nc1ccc(NC(=O)/C(=C/c2ccco2)NC(=O)c2ccccc2)cc1	i	i
O=C(NCc1ccccc1)NC(=O)c1ccc(Cl)cc1	i	i
Cc1cccc(-c2nc(CN3CCN(C(=O)C4CCCO4)CC3)cs2)c1 (configuration not stated)	i	i

Next compounds.
smiles	CHT inh	CHT allo act
CCC(=O)Nc1nnc(CSCc2ccc(F)cc2)s1	i	i
O=C(NCCCN1CCOCC1)c1cc(-c2ccc(F)cc2)no1	i	i
CCCCCCCCCCCCN1[C@@H](CC(C)=O)c2cc(C(F)(F)F)ccc2S1(=O)=O	i	i
COC(=O)c1ccc(NC(=O)Nc2ccccc2C)cc1	i	i
Cc1cccc(CSC2=NCCN2S(=O)(=O)c2ccc(F)cc2)c1	i	i
O=C(OCC(=O)N(CCc1ccccc1)Cc1ccccc1)c1ccccc1O	i	6.52*
Cn1ccc(NC(=O)Nc2ccc(Cl)cc2Cl)n1	i	i
Clc1ccccc1CSc1nnc(-c2ccco2)c(-c2ccco2)n1	i	i
Cn1cccc1/C=N/NC(=O)c1ccc[n+]([O-])c1	i	i
Cc1ccc(SCC(=O)Nc2ccc(N3CCN(c4ccccc4)CC3)c(F)c2)cc1	i	i
CC(C)(C)C(=O)Nc1ncccc1C(O)c1cccc(C(F)(F)F)c1 (configuration not stated)	i	i
O=C(Nc1ccc(N2CCOCC2)cc1)c1cc2c(s1)CCCC2	i	i
O=C(Nc1ccc(Cl)cc1)Nc1nc(-c2sccc2Br)cs1	i	i
Cc1ccc(-c2nsc(SCC(=O)Nc3ccc4c(c3)OCO4)n2)cc1	i	i
O=C(O)c1ccc(S(=O)(=O)N2CCN(c3ccccn3)CC2)cc1	i	i
CCc1nc(SCC(=O)N2CCCc3ccccc32)c2oc3ccccc3c2n1	i	i
Cc1ccsc1/C=N/N1CCN(Cc2ccccc2)CC1	i	i
COc1ccc(C(=O)N2CCN(CCNC(=O)C(=O)Nc3ccc(F)cc3)CC2)cc1OC	i	i
O=C(NC(=S)NNC(=O)c1ccccc1F)c1cccnc1	i	i
O=C(Cc1cccc2ccccc12)N1CC[C@@]2(O)CCCC[C@H]2C1	i	i
Cc1ccc(S(=O)(=O)N(CC(=O)N2CCCCC2)c2cccc(C)c2)cc1	i	i
COc1ccc(Cc2nnc(Nc3ccccc3)s2)cc1Br	i	i
Cc1cc(C)cc(-n2c(C)cc(/C=N/NC(=O)CSc3ncccn3)c2C)c1	i	i
CCOC(=O)CSc1nnc(C)c(=O)[nH]1	i	i

Whole records as entered above. Order of values: CHT inh | CHT allo act
CC(=O)NC(CC(=O)NNC(=O)c1cc2ccccc2cc1O)c1ccccc1 (configuration not stated) across the screens: i | i
O=C(Nc1ccccc1)Nc1nc(-c2ccc(F)cc2)cs1 across the screens: i | i

Compounds from the list above with a COOH group:
smiles	CHT inh	CHT allo act
CCOC(=O)N1CCN(C(=O)c2cc(Cl)c(Cl)cc2C(=O)O)CC1	i	i
NCCCC[C@@H]1NC(=O)[C@H](CCC(=O)O)NC(=O)c2cc([N+](=O)[O-])cc(I)c2SC[C@@H](C(=O)NCC(N)=O)NC1=O	i	i
O=C(O)CC1NC(=O)N(c2ccc(Cl)cc2)C1=O (configuration not stated)	i	i
O=C(O)CNC(=O)c1ccc(NC(=O)/C(=C/c2ccccc2)NC(=O)c2ccco2)cc1	i	i
COc1ccc(S(=O)(=O)N(Cc2ccccc2)c2ccccc2C(=O)O)cc1	i	i
O=C(O)c1ccc(S(=O)(=O)N2CCN(c3ccccn3)CC2)cc1	i	i

An unsorted share of the library; about 1.4% have a hit in one of these screens.
